B2AR arrestin: agonists driving beta-arrestin recruitment to human beta2-adrenergic receptor; P07550; beta-arrestin recruitment to beta2AR, cell-based reporter; Potency, µM (doses to about 46.1 µM), for inactives: at the top dose activation, hits mostly activators; 330,000 tested, 0.02% active; AID 492947;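 note: potency is the fitted concentration of half-maximal effect; 0% = DMSO controls and full agonism = EC100 isoproterenol or metaproterenol; nearly all actives have a fitted effect of over 65% in size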
Coupling enz: coupling enzyme interference in Giardia aldolase counter-screen. 290,000 tested, 0.67% active. AID 2472. coupling enzyme system counterscreen, AmpLite Red fluorescence. activity change, negative = inhibition, % at 58.2 µM, hits read low; in the data active = activity change below about -30%; note: % is set by controls: 0 for no effect and ±100 for the full control effect
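Activity here indicates interference with the coupling reaction, not aldolase inhibition. Compounds at 57.5 uM final met coupling enzymes for 10 min at RT; substrate and AmpLite Red detection followed, with a 525/598 nm fluorescence read after 20 min.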
a7 integrin act: activates integrin-mediated alleviation for muscular dystrophy; alpha7betagal myoblasts, beta-gal FDG fluorescence, 48 h; Potency, µM (top dose mostly 38.3 µM), for the others: top-dose activation, actives largely listed as activators; 350,000 tested, 0.064% active;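 note: potency is the fitted concentration of half-maximal effect; 100% = response of the positive control SU9516; nearly all actives have a fitted effect of over 60% in size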
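Alpha7betagal+/- myoblasts (passage 13) were plated 16-24 hr, then exposed to compounds (1:260 dilution of DMSO stock) for 48 hours at 37C. After MPER lysis, β-galactosidase reporter activity was read as FDG fluorescence (ex 480/em 540) after 30 minutes.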
Chronic BCR inh: blocks chronic active B-cell receptor signaling | ABC-DLBCL IkBa-CBG/CBR reporter, luminescence ratio, 4 h | Potency, µM (doses to about 46.1 µM), for the others: at the top dose ratio change, negative = lower green/red ratio, most hits filed as inhibitors | 340,000 tested, 0.05% active | AID 493014; active = well fitted inhibition curve with a large enough effect in the signal ratio, with a control signal flat, not every such curve was filed as active; inconclusive = small, poorly fitted or top-dose-only effect, or effect the other way, or a change in a side signal; the % refers to the signal ratio;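 note: potency is the fitted concentration of half-maximal effect; plate controls were basal doxycycline-induced cells for no effect and cells given 10 µM MG132 for full effect; MG132 reads +100%, hits lower the ratio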
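Cell line TMD8 (human ABC DLBCL), stably expressing tet-inducible CBG68-IkBa fusion and CBR; IMDM/0.5% FBS; cpd up to 46 uM; dox induction, 4 h, 37C/5% CO2; dual luminescence; green/red ratio; MG132 control.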
GALK inhibitor: inhibitors of human galactokinase | Purified GALK, Kinase-Glo residual ATP luminescence | P51570 | 270,000 tested, 0.007% active | Potency, µM (series often up to 57.5 µM), for the others: top-dose activity change, negative = inhibition, usual class: inhibitors; note: potency is the fitted concentration of half-maximal effect; % is set by controls: 0 for no effect and ±100 for the full control effect
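Human GALK (5 nM) with 35 uM ATP and 100 uM galactose in 20 mM HEPES pH 8.0, 5 mM MgCl2, 60 mM NaCl, 1 mM DTT, 0.01% BSA. After 1 h at room temperature, leftover ATP was read by Kinase-Glo Plus luminescence.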
Tb PFK block: inhibitors of T. brucei phosphofructokinase; O15648; T. brucei PFK, ADP-Glo luminescence; Potency, µM (highest dose often 57.5 µM), for inactives: top-dose activity, negative = inhibition, usual class: inhibitors; 330,000 tested, 0.17% active; AID 485367;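 note: potency is the fitted concentration of half-maximal effect; 0% = uninhibited 1x PFK enzyme wells and -100% = no-enzyme wells; nearly all actives have a fitted effect of over 60% in size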
Target sequence (O15648 whole entry, looked up): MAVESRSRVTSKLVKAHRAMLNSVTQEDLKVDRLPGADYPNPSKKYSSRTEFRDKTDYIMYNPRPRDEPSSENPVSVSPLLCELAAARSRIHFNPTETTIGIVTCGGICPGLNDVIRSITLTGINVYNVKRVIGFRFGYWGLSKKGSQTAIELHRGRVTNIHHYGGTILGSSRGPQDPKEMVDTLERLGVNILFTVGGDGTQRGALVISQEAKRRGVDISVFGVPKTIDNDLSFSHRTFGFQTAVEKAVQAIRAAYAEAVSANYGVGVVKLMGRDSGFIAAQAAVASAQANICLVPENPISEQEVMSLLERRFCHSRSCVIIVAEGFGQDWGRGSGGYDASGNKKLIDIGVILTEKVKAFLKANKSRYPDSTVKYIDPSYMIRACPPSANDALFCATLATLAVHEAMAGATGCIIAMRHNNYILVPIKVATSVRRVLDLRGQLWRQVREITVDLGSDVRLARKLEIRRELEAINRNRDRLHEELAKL
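In TEA buffer at pH 8.0 with 5 mM MgCl2, enzyme (1.25 nM) converted F6P (0.5 mM) and ATP (0.1 mM) for 45 min at room temperature. ADP product was read by luciferase luminescence.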
PKM2 activator: PKM2 (human) enzyme activation; P14618; purified PKM2, Kinase-Glo ATP luminescence, activation; response scale: 0% is enzyme alone, no compound; 260,000 tested, 0.34% active; Potency, µM (highest dose often 57.5 µM), for inactives: at the highest dose activation, most hits filed as activators; note: potency is the fitted concentration of half-maximal effect; % is set by controls: 0 for no effect and ±100 for the full control effect; nearly all actives have a fitted effect of over 55% in size
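ATP formation by purified human PK-M2, quantified via coupled luciferase luminescence after 1 h at room temperature with 0.1 mM ADP and 0.5 mM PEP final.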
Menin-MLL TR inh: inhibitors of human menin-MLL interaction, mutant MLL peptide | Menin + Texas Red MLL mutant peptide, fluorescence polarization | Potency, µM (series often up to 61.6 µM), inactives show at the highest dose FP activity change, negative = inhibition, most hits filed as inhibitors | 270,000 tested, 0.23% active | AID 1768; active = well fitted inhibition curve with a large enough effect in the polarisation, with a control signal flat, not every such curve was filed as active; inconclusive = small, poorly fitted or top-dose-only effect, or effect the other way, or a change in a side signal; inactive = no such curve, though single readings can be large or run the other way; the % refers to the polarisation; note: potency is the fitted concentration of half-maximal effect; % of control where 0% means no effect; many of its hits are not listed in these tables
S-ASM inh: inhibitors of human secretory acid sphingomyelinase; P17405; placental ASM, HMU-PC fluorogenic substrate, 60 min; Potency, µM (highest dose often 57.5 µM), without a hit: at the highest dose activity change, negative = inhibition, actives largely listed as inhibitors; 340,000 tested, 0.006% active; note: potency is the fitted concentration of half-maximal effect
Target sequence (P17405 47-631 limits assumed): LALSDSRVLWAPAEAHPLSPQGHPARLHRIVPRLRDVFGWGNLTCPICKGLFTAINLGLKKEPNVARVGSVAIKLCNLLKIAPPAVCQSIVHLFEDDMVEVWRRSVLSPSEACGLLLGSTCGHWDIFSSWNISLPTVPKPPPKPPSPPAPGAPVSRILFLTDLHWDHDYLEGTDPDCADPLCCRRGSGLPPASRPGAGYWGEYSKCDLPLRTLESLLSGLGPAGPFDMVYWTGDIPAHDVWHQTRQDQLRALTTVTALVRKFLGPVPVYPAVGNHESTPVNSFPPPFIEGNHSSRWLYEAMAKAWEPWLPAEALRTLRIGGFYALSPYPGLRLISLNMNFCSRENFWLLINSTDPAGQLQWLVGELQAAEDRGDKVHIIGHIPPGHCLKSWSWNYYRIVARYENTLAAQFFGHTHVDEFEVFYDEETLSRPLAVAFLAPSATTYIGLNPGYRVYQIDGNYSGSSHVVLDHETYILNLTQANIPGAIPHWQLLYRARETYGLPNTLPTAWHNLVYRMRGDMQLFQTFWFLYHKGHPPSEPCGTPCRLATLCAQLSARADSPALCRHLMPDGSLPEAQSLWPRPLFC
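Fluorogenic HMU-PC substrate (9 uM final) is turned over by placental ASM in 60 min at 37 C after a 10 min compound preincubation. Reaction ended by alkaline stop (pH 10), with fluorescence read at 386/447 nm.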
TSG101-PTAP inh: blocks PTAP/TSG101 interaction to inhibit HIV-1 budding. Potency, µM (titrated, usually from 115 µM), inactives show at the highest dose activity change, negative = inhibition, hits mostly inhibitors. AID 493005. 340,000 tested, under 10 active. Fluorescence polarization, FITC-PTAP peptide / Tsg101 binding; active = well fitted inhibition curve with a large enough effect in the main read-out, with a control signal flat, not every such curve was filed as active; inconclusive = small, poorly fitted or top-dose-only effect, or effect the other way, or a change in a side signal; inactive = no such curve, though single readings can be large or run the other way; note: potency is the fitted concentration of half-maximal effect; % of control where 0% means no effect
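Compounds were pin-transferred onto Tsg101 binding domain (10 uM final) in HEPES pH 7.5 buffer, then FITC-PTAP peptide was added at 50 nM final. After 20 min at RT, polarization reported peptide displacement across a qHTS concentration series.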
Giardia kill: kills Giardia lamblia. Giardia lamblia trophozoite viability. activity change, % at 7.66 µM, hits read low. 340,000 tested, 0.15% active; in the data active = activity change below about -80%; inconclusive = between about -30% and that limit;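 note: parasites exposed to compound for two days anaerobically before the ATP read; % is set by controls: 0 for no effect and ±100 for the full control effect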
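Trophozoite viability was measured as ATP-dependent luminescence, read 15-30 min after reagent addition. Before that, parasites at 100 cells/well were exposed to compounds for 48 h, anaerobically, at 37 deg C.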
Numbers without * were called inactive; ? = inconclusive; nt = not tested or not shown; [ ] = dose if it differs, or a comment. Unless noted, calls come from the whole dose curve; as a rule, active = well fitted curve in the direction sought with a large enough effect; inconclusive = small, poorly fitted or top-dose-only effect, or another doubt; inactive = no such curve, though single readings can be large; an effect the other way counts as inactive or inconclusive.

SMILES	B2AR arrestin	Coupling enz	a7 integrin act	Chronic BCR inh	GALK inhibitor	Tb PFK block	PKM2 activator	Menin-MLL TR inh	S-ASM inh	TSG101-PTAP inh	Giardia kill
COC(=O)c1sc(SC)c2c1CC(C)(C)C/C2=N/O	-0.7%	1	-10%	-19%	nt	0%	1%	nt	0%	-2%	-2
O=C(CCN1CCN(Cc2ccccc2)CC1)Nc1ccc(OCc2ccccc2)cc1	-0.5%	3	-36%[inhibitor]	20%	3%	5%	11%	5%	3%	-1%	-3
CC1CCN(C(=O)CSc2ccc(-c3cccnc3)nn2)CC1	-1.0%	nt	28%	3%	4%	-4%	-2%	nt	-1%	-1%	-13
O=C(Nc1nccs1)c1ccccc1Br	-0.6%	2	13%	1%	-5%	-4%	1%	11%	0%	0%	5
Cc1ccc(C)c(OCCCNCc2ccccc2)c1	0.5%	1	-62%[inhibitor]	1%	-1%	0%	-4%	-6%	3%	-7%	4
COCCNC(=O)c1c[nH]c2ccc(S(=O)(=O)Nc3ccc(F)cc3F)cc2c1=O	0.3%	3	-12%	4%	0%	-8%	nt	-8%	-1%	-1%	-9
CCOC(=O)CCC(=O)OCC(=O)NC(C)C1CC2CCC1C2 (stereo unspecified)	-1.6%	2	-30%	2%	0%	-1%	1%	-14%	1%	-9%	9
CCc1cccc(C)c1NC(=S)N1CCCC1C(=O)O (stereo unspecified)	0.0%	0	-21%	4%	1%	4%	2%	10%	0%	-5%	13
Brc1ccc(-c2nnc3sc(CNC4CCCC4)cn23)cc1	7.7%	1	-3%	-5%	nt	-2%	2%	2%	2%	-2%	-4
CCCCNC(=O)c1cn(CC)c2cc(N3CCN(C)CC3)c(F)cc2c1=O	0.0%	2	-9%	?	nt	10%	-3%	nt	2%	-7%	12
O=C(Nc1ccc(Br)cc1)Nc1cnccn1	0.4%	0	7%	?	-4%	-6%	2%	7%	-3%	-6%	9
CCOC(=O)C1=C(COC(=O)CNC(=O)c2ccc(C)cc2)NC(=O)NC1C (stereo unspecified)	-0.4%	nt	?	0%	-4%	-1%	-12%	nt	7%	-1%	-7
Nc1cc(=O)[nH]c(SCC(=O)Nc2ccccc2-c2ccccc2)n1	-0.1%	1	1%	-5%	0%	-1%	1%	6%	-2%	-4%	-25
CC(OC(=O)c1ccc(NS(=O)(=O)c2cccs2)cc1)C(=O)N(C)C1CCCCC1 (stereo unspecified)	-0.1%	4	-21%	7%	1%	-1%	-7%	5%	-1%	-1%	17
N=c1ccn(Cc2ccc(Cl)cc2)cc1	-0.1%	-1	-39%	-2%	1%	11µM*	-1%	9%	3%	-11%	-2
Cn1c(CC(=O)Nc2ccccc2F)nnc1SCC(=O)Nc1ccccc1Br	-0.4%	-2	11%	-5%	4%	2%	nt	?	1%	-6%	1
CCOC(=O)c1[nH]c2ccccc2c1NC(=S)Nc1ccccc1C	-0.5%	0	-3%	-7%	nt	0%	3%	23%	56%[activator]	-6%	-1
CCOC(=O)c1c(NC(=O)Cn2cnc3sc(C)c(-c4ccccc4)c3c2=O)sc(C)c1C	0.3%	0	12%	0%	nt	-4%	0%	4%	8%	2%	20
COc1ccc(-c2nnc(SCc3nnc(-c4ccccc4)o3)n2-c2ccccc2)cc1	0.0%	-1	-27%[7.66 µM]	5%	3%	-2%	5%	-10%	2%	0%	-9
CCOC(=O)CN1C(=O)C(=O)N(Cc2c(F)cccc2Cl)C1=O	-1.2%	0	15%	3%	-2%	0%	nt	-25%	-1%	-1%	-5
COc1ccccc1NS(=O)(=O)c1cc(C(=O)NCC(c2ccco2)N(C)C)ccc1C (stereo unspecified)	0.2%	nt	-18%	-6%	nt	8%	nt	nt	4%	-2%	14
O=S(=O)(c1ccccc1)N1CN(Cc2ccc(F)cc2)c2nc3ccccc3nc21	0.0%	-3	7%	14%	0%	0%	0%	nt	-5%	-1%	-12
O=C1CCCN2N=C(SCC(=O)Nc3ccccc3C(F)(F)F)SC2=N1	-0.2%	3	-7%	4%	2%	1%	-2%	12%	0%	nt	4
CCC(C)[C@H](N)C(=O)NC[C@H]1CC[C@H](C(=O)N[C@@H](Cc2ccccc2)C(=O)O)CC1 (stereo partly specified)	-0.4%	0	0%	5%	4%	2%	nt	17%	1%	0%	-1
Cc1ccc(SCCNC(=O)c2ccc(C)c([N+](=O)[O-])c2)cc1	-1.8%	0	21%	?	-2%	-6%	2%	21%	-4%	-7%	-10
COc1cc(SC)ccc1C(=O)N1CCCCCC1	0.0%	0	9%	10%	0%	3%	-8%	-4%	2%	-5%	-5
Cc1ccc(-n2c(C)nnc2SCC(=O)N2CCc3ccccc3C2)cc1C	-0.5%	nt	7%	13%	0%	-1%	-10%	-24%	4%	-14%	35[activator]
COc1ccc(-c2csc(NC(=O)c3ccoc3C)n2)cc1	0.5%	-6	-1%	?	-3%	20%	-13%	?	-16%	-1%	-14
CCCN(CCC)C(=O)/C=C/c1cccc([N+](=O)[O-])c1	0.1%	6	11%	5%	1%	3%	-1%	nt	5%	1%	54[activator]
CCOc1cccc(-c2nnc3sc(-c4cccs4)nn23)c1	0.3%	-1	0%	4%	-2%	-1%	-3%	-10%	2%	-1%	-14
Cn1sc(NC(=O)c2ccc(Cl)cc2)nc1=O	0.3%	-4	19%	-18%	2%	-1%[0.46 µM]	-17%	16%	1%	-8%	-12
CCC(C)NS(=O)(=O)c1ccc(F)c(C(=O)Nc2c(F)cc(F)cc2Br)c1 (stereo unspecified)	-0.1%	-3	-30%	12%	3%	2%	-6%	2%	-5%	-4%	-9
CCc1ccc2[nH]c3nc(SCc4nnc(-c5ccccc5)o4)nnc3c2c1	-0.7%	1	9%	-5%	7%	1%	-2%	nt	-2%	-3%	-27
OCC[C@H]1C[C@H](O)[C@@H](O)[C@@]2(Cc3ccccc3CO2)O1	-3.3%	nt	-11%	-3%	nt	16%	nt	nt	-1%	-5%	-5
CC1(C)CC(=O)C(C(c2cccnc2)C2C(=O)CC(C)(C)CC2=O)C(=O)C1	-1.0%	-3	21%	12%	4%	0%	2%	7%	6%	-1%	2
CC(C)On1c(SC(C)C)nc2ccccc2c1=O	-0.5%	2	-9%	0%	-1%	6%	0%	6%	0%	-5%	-1
COc1ccc(CNC(=O)C[C@H]2C(=O)N(Cc3ccc(OC)cc3)C[C@@H]2Cc2ccccc2)cc1	-0.2%	0	-2%	0%	nt	4%	1%	-13%	-5%	-1%	-1
Cc1cc(C(=O)Nc2ccc(Br)cn2)sc1C	0.9%	nt	?	?	nt	0%	nt	nt	-1%	-3%	10
O=C(c1ccco1)N1CCn2cccc2C1c1ccccc1 (stereo unspecified)	0.1%	0	-11%	?	1%	-2%	6%	-17%	3%	0%	10
O=C(COc1ccc(S(=O)(=O)NCCc2ccccc2)cc1)N1CCCC1	0.1%	3	17%	-3%	1%	7%	5%	-7%	-7%	-10%	-12
Cc1cccc(C)c1Nc1nc2ccccc2o1	-0.3%	2	-14%	-1%	0%	6%	-13%	-4%	0%	-2%	-27
CC(=O)Nc1ccc(S(=O)(=O)N2CCN(S(=O)(=O)c3ccccc3)CC2)cc1	-0.7%	2	43%	0%	0%	2%	7%	?	0%	-3%	-15

5 entries out of the list, sorted by count of non-hydrogen atoms, ascending:
SMILES	B2AR arrestin	Coupling enz	a7 integrin act	Chronic BCR inh	GALK inhibitor	Tb PFK block	PKM2 activator	Menin-MLL TR inh	S-ASM inh	TSG101-PTAP inh	Giardia kill
Cc1cccc(C)c1Nc1nc2ccccc2o1	-0.3%	2	-14%	-1%	0%	6%	-13%	-4%	0%	-2%	-27
CC(C)On1c(SC(C)C)nc2ccccc2c1=O	-0.5%	2	-9%	0%	-1%	6%	0%	6%	0%	-5%	-1
O=C(c1ccco1)N1CCn2cccc2C1c1ccccc1 (stereo unspecified)	0.1%	0	-11%	?	1%	-2%	6%	-17%	3%	0%	10
CC1(C)CC(=O)C(C(c2cccnc2)C2C(=O)CC(C)(C)CC2=O)C(=O)C1	-1.0%	-3	21%	12%	4%	0%	2%	7%	6%	-1%	2
CCc1ccc2[nH]c3nc(SCc4nnc(-c5ccccc5)o4)nnc3c2c1	-0.7%	1	9%	-5%	7%	1%	-2%	nt	-2%	-3%	-27

Screens from PubChem.

An excerpt; rates above refer to the full screens.
